# Screening data (PubChem)
# XiGFP reactiv – activators of inactive X chromosome reactivation, primary screen, imaging, XiGFP fibroblasts, GFP high-content imaging, set 2 | activation, % at 7.58 µM | AID 743238, 2013 | XiGFP mouse fibroblasts, % GFP-positive cells imaging, 3 d; cells co-treated with 5-aza-dC sensitizer; scaled so ellipticine positive control = 100% | actives 0.055% (n = 360,000);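 active = mean normalized replicate activation at least 10% and every replicate at or above 10%; inconclusive = only one of the two criteria met; inactive = mean below 10% and not all replicates reach 10%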;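 also: 0% = median of on-plate neutral control wells and 100% = ellipticine 6 µM median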
#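 Schedule: 3 d treatment, 15 min room-temperature fixation; system: 68-5-11 XiGFP fibroblast line; buffer or medium: DMEM plus 5-aza-dC sensitizer; control set: ellipticine 6 µM positive control; compound: one concentration, pinned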
# CFTR F508del cor – F508del CFTR correction, initial screen, CFBE line, single point. CFBE cells, YFP halide quenching; stimulated with forskolin plus potentiator P3; % fluorescence drop versus neutral controls. activity (quench increase), % at 7.58 µM. actives 0.36% (n = 350,000). AID 720511, 2013;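 active = mean added fluorescence quench of at least 8% versus neutral control, with both replicates also reaching 8%; inconclusive = only one of the mean or replicate conditions met; inactive = mean below 8% and not both replicates reaching 8%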;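 also: cells transiently co-express mutant CFTR-F508del with the halide-sensitive YFP; corrector assay measuring rescue of mutant channel to the surface after 24 h compound exposure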
# ARNT TACC3 PPI – disruptors of ARNT/TACC3 protein interaction, primary screen, biochemical, AlphaScreen, single concentration. Transforming acidic coiled-coil-containing protein 3 (Homo sapiens), Q9Y6A5. AlphaScreen His-ARNT PAS-B/GST-TACC3 binding, luminescence; TACC3 fragment carries E629A point mutation. inhibition, % at 9.99 µM. actives 0.66% (n = 390,000);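 active = mean inhibition of replicates at least 50% and at least half of replicates each reaching 50%; inconclusive = half or more replicates reach 50% but mean below 50%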;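 also: 0% = complete ARNT plus TACC3 wells and 100% = ARNT alone without TACC3; many hits fall short of the cut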
# RAD54 branch – inhibitors of human RAD54 branch migration, primary screen, biochemical, fluorescence, single point; actives 0.14% (n = 360,000); inhibition, % at 10.4 µM; RAD54 Holliday junction branch migration, FAM/BHQ fluorescence; AID 602329, 2012;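 active = mean normalized replicate activity at least 40 and at least half of replicates scoring 40 or more; inconclusive = only one of the two criteria met; inactive = mean below 40 and under half of replicates reaching 40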;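 also: 0% = median of neutral control wells and 100% = median of positive control wells; inhibitors cause a drop in the FAM fluorescence signal; in these data hits start at about 50%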
# RAD52 inh – RAD52 DNA annealing inhibitors, primary screen, biochemical, FRET, single point, set 2; DNA repair protein RAD52 homolog (Homo sapiens), P43351; inhibition, % at 18.7 µM; AID 651710, 2012; actives 0.46% (n = 360,000); recombinant RAD52 DNA annealing, FRET fluorescence;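 active = every replicate showing at least 50% inhibition; inconclusive = mean inhibition at least 50% but not in every replicate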
# Target sequence (P43351 whole entry, looked up): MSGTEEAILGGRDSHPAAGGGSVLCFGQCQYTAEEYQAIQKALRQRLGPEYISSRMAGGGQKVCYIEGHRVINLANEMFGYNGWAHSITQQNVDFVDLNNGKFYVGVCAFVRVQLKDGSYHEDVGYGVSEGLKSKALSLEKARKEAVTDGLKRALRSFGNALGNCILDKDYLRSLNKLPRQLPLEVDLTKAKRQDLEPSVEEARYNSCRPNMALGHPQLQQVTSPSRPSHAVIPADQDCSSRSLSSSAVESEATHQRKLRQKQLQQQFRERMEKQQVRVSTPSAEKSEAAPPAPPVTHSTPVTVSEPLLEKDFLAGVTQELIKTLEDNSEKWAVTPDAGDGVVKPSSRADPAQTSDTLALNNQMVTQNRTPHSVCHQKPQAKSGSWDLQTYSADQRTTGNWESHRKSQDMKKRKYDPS
# ERAP1 HTS inh – human ERAP1 aminopeptidase inhibitors, primary screen, biochemical, single point, plate reader. Endoplasmic reticulum aminopeptidase 1 (Homo sapiens), Q9NZ08. recombinant ERAP1, Leu-AMC fluorescence, 60 min. inhibition, % at 10.7 µM. actives 0.15% (n = 340,000);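 active = mean replicate inhibition of at least 30%, or all replicates individually reaching that 30% level; inactive = mean below 30% and not every replicate reaching it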;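 also: 0% = neutral control wells and 100% = L-leucinethiol positive control wells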
# esBAF inh – Bmi1 luciferase reporter increase in mESCs, primary screen, esBAF inhibitor project, mouse ES cells, Bmi1 luciferase knock-in, single point; 24 h; 100% = twice the neutral-well signal; reporter increase, % at 12.5 µM; actives 2% (n = 350,000); AID 602393, 2012; in the data active = activation above about 40%; inconclusive = no clear call, values can overlap the other calls;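 also: 0% = median of the plate's neutral control wells and 100% = double that signal; a rise in the Bmi1 reporter signal indicates esBAF inhibition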
# INS-1E GSIS act – GLuc luminescence reporter in INS-1E cells, primary screen for activators of glucose-dependent secretion of insulin | INS-1E GLuc reporter insulin secretion, 2-3 h | activation, % at 16.6 µM | actives 0.61% (n = 370,000) | AID 743287, 2014;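 active = lowest replicate activation of at least 40%, so every replicate reaches that level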;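 also: 0% = median of neutral control wells and 100% = median of IBMX positive control wells; some compounds called inactive have numbers as strong as hits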
# Numbers without * were called inactive; ? = inconclusive; nt = no result given; & = joins results of further samples.
# Preview:
SMILES,XiGFP reactiv,CFTR F508del cor,ARNT TACC3 PPI,RAD54 branch,RAD52 inh,ERAP1 HTS inh,esBAF inh,INS-1E GSIS act
Cc1cccc(NC(=O)Nc2ccc3c(c2)C(=O)N(C)[C@H]2CC[C@H](CC(=O)O)O[C@@H]2CO3)c1,0.1,-1.9,-2.3,2.9,5.3,-4.2,1.5,5.8
Nc1ncnc2c1ncn2[C@@H]1O[C@H](C(=O)Nc2cc(C(F)(F)F)cc(C(F)(F)F)c2)[C@@H](O)[C@H]1O,0.0,1.7,nt,-1.2,6.7,-0.6,8.3,-3.1

# Main list, repeating the preview:
SMILES,XiGFP reactiv,CFTR F508del cor,ARNT TACC3 PPI,RAD54 branch,RAD52 inh,ERAP1 HTS inh,esBAF inh,INS-1E GSIS act
Cc1cccc(NC(=O)Nc2ccc3c(c2)C(=O)N(C)[C@H]2CC[C@H](CC(=O)O)O[C@@H]2CO3)c1,0.1,-1.9,-2.3,2.9,5.3,-4.2,1.5,5.8
Nc1ncnc2c1ncn2[C@@H]1O[C@H](C(=O)Nc2cc(C(F)(F)F)cc(C(F)(F)F)c2)[C@@H](O)[C@H]1O,0.0,1.7,nt,-1.2,6.7,-0.6,8.3,-3.1
CC(=O)Nc1ccc(N/C(C)=C/C(=O)c2cccnc2)cc1,-0.1,nt,-19.5,nt,-14.8,2.4,nt,-2.5
N#Cc1ccccc1Sc1ccccc1C(=O)OCC(=O)NC1CCS(=O)(=O)C1 (stereo unspecified),-0.1,nt,-3.3,nt,8.8,0.6,nt,10.3
O=C(Nc1ccncc1)c1ccccc1[N+](=O)[O-],0.0,-3.2,-13.8,-10.4,-6.4,-4.1,0.6,17.4
O=C(CSc1nc(C2CC2)nc2ccccc12)Nc1cccc(O)c1,0.4,-0.1,-27.3,-12.6,-17.3,-2.6,4.1,16.3
CN1C[C@H]2CON(C)[C@H]2C[C@H]1c1cccc(-c2ccccc2)c1,-0.1,-1.2,2.1,-0.2,-5.7,-0.2,-3.6,28.3
Cc1ccc(S(=O)(=O)NC(C)C(=O)Nc2cccc([N+](=O)[O-])c2)cc1 (stereo unspecified),0.1,6.2,-8.0,1.8,-20.9,-2.1,-4.8,-14.5
COCC#Cc1ccc2c(c1)O[C@H](CN(C)CC1CCOCC1)[C@H](C)CN([C@@H](C)CO)S2(=O)=O,-0.3,1.4,-2.9,-2.1,-14.7,1.5,0.9,6.4
CCc1nn(CC(=O)NCCCN(C)Cc2ccccc2)c(=O)c2cc3sc(C)cc3n12,0.1,-2.6,7.6,2.9,-3.6,0.4,-4.2,4.5
CC1(C)CC(=O)c2c(O)cc(OCc3ccc(Br)cc3)cc2O1,nt,3.6,-21.9,-4.4,-7.5,2.5,67.1*,6.5
CCS(=O)(=O)N1CCC2(CC1)CN(C(=O)NC(C)C)[C@@H](CO)c1c2c2ccc(OC)cc2n1C,0.0,-1.4,nt,nt,-4.5,0.3,nt,-0.7
Cc1ccccc1-c1ccc(C2[C@@H]3CN(S(=O)(=O)c4ccccc4)C[C@H]2N3)cc1 (stereo partly specified),0.0&0.0,0.1&-1.8,nt,nt,-16.1&-3.6,2.7&4.1,nt,10.7&20.6
CN(CC(=O)Nc1cccc(F)c1)C(=O)c1cccnc1Sc1ccccc1Cl,-0.2,0.6,-4.8,-8.9,-6.7,2.8,2.0,-19.3
C[C@H]1CN([C@@H](C)CO)S(=O)(=O)c2ccc(C#Cc3ccccn3)cc2O[C@@H]1CN(C)Cc1ccc(F)cc1,-0.8,0.0,-14.0,-7.1,-26.2,2.5,-1.6,5.9
O=C1C2C3C=CC(c4ccccc4)(C2C(=O)N1c1cccc(Cl)c1)C1C(=O)N(c2cccc(Cl)c2)C(=O)C31 (stereo unspecified),0.1,nt,29.1,8.0,nt,nt,5.5,10.1
CCc1nc2ccc(C)cc2c(C(=O)Oc2cccc3cccnc23)c1C,nt,nt,-6.8,-1.0,-10.1,0.5,-1.5,-0.1
CCOC(=O)c1c(-c2ccccc2)oc2ccc(OCC(=O)NNC(=O)CCCC(=O)O)cc12,0.1,3.5,20.8,-8.3,-7.7,-3.2,-0.9,-6.6
COc1cccc(C(C)(O)c2nc(-c3ccccc3C)cs2)c1 (stereo unspecified),0.0,2.1,nt,-6.2,-16.6,1.1,-7.4,-14.9
CCN(C(=O)c1cc2cc(OC)ccc2oc1=O)c1cccc(C)c1,nt,nt,-9.5,-2.9,nt,nt,7.4,11.8
C[C@H](NC(=O)[C@H]1N[C@H]2c3ccc(C4=CCCC4)c(=O)n3C[C@H]2[C@@H]1CO)c1ccccc1,0.0,nt,-2.9,-2.5,-53.0,0.5,2.9,-4.7
CN(C)C(=O)c1ccc(-c2ccc3c(c2)[C@H]2[C@H](CCN2C(=O)c2ccc(F)cc2)[C@@H](CO)N3C)cc1,0.1,0.3,-9.3,3.2,-7.2,-1.1,0.2,5.2
Nc1nc(OCc2ccccc2)c2[nH]cnc2n1,-0.1,1.4,-0.9,-4.3,0.8,-0.4,-3.7,16.0
CC(C)NC(=O)Nc1ccc2c(c1)C(=O)N([C@H](C)CO)C[C@H](C)[C@@H](CN(C)Cc1ccccc1)O2,-0.1,1.6,-9.9,11.6,-0.5,0.6,-2.7,8.8
CC1(C(=O)NS(=O)(=O)c2cccc(OC(F)F)c2)CCN1C(=O)CC1CCCC1 (stereo unspecified),0.0,-2.9,nt,-15.4,-11.9,7.5,1.9,nt
CC(=O)N1CCCCN2[C@@H](CO)[C@H](c3ccc(-c4ccc(F)cc4)cc3)[C@@H]2C1,0.0,0.1,-7.1,1.7,nt,nt,nt,5.5
CO[C@@H]1CN(C)C(=O)c2cc(NC(=O)Nc3ccc4c(c3)OCO4)ccc2OC[C@@H](C)N(C(C)=O)C[C@H]1C,0.3,-0.7,7.4,2.4,-28.7,nt,23.3,0.4
Cc1ccc2c(c1)Cc1nc3ccccc3nc1-2,0.0,0.7,1.8,nt,-7.3,1.3,nt,9.8
CCS(=O)(=O)NCCc1csc(-c2ccccc2)n1,nt,nt,-11.7,-9.1,nt,nt,?,4.5
O=C(C[C@H]1CC[C@H]2[C@@H](COC[C@H](O)CN2S(=O)(=O)c2ccccc2)O1)NCC1CCCCC1,0.0,-4.2,8.7,-1.4,82.8*,-1.8,-1.3,-15.3
COc1ccc(S(=O)(=O)Nc2ccc3c(c2)C(=O)N([C@@H](C)CO)C[C@H](C)[C@H](CN(C)C(=O)Nc2c(C)noc2C)O3)cc1,-1.0,1.3,1.2,-8.9,-5.3,-1.1,0.1,-1.3
COc1ccc(CN(Cc2ccc(OC)cc2)S(=O)(=O)c2ccc(-n3cnnn3)c(C)c2)cc1,nt,nt,-8.5,-9.9,nt,nt,3.9,13.6
O=[N+]([O-])c1cc(C(F)(F)F)ccc1-n1nnc2ccccc21,0.1,nt,18.7,-3.7,nt,nt,nt,-3.9
CCC1Oc2ccc(C)cc2N(CC(=O)N(Cc2ccc(C)o2)C2CCCC2)C1=O (stereo unspecified),nt,nt,-4.1,1.4,nt,nt,14.1,-0.8
Cc1cccc2c(C(=O)N3CCN(C(=O)c4ccco4)CC3)cc(-c3cccc(Br)c3)nc12,0.1,-0.2,-2.8,nt,-30.1,0.1,nt,-23.1
C[C@H]1CN([C@@H](C)CO)C(=O)c2cc(NC(=O)Nc3ccc(F)cc3)ccc2O[C@H]1CN(C)C(=O)Nc1cccc2ccccc12,0.2,-0.3,7.1,1.4,-20.4,2.1,-3.7,-16.7
Cc1ccc2c(c1)sc1nc(=O)n(-c3ccccc3)c(=O)n12,0.0,-1.5,-4.4,nt,-7.1,7.0,nt,1.9
O=C(CCCCn1c(=O)c2ccccc2n(CC(=O)NC2CCCC2)c1=O)NC1CCCC1,nt,nt,-2.4,-6.1,nt,nt,-3.4,7.0
O=S(=O)(Cc1ccccc1)N1CCCCN2[C@H](CO)[C@@H](c3ccc(-c4cccnc4)cc3)[C@H]2C1,0.3,1.4,-0.2,-4.6,5.6,-1.7,-2.7,-5.5
C[C@@H]1CCCCO[C@H](CN(C)Cc2ccc(C(=O)O)cc2)[C@H](C)CN([C@@H](C)CO)C(=O)c2cc(NC(=O)Nc3cccc4ccccc34)ccc2O1,-1.2,-1.9,6.4,-0.8,-17.5,-1.6,-0.6,1.8
Cc1ccc(S(=O)(=O)c2c[nH]c3ccc(C)cc3c2=O)cc1,0.0,-1.5,-1.8,-5.4,-6.8,-0.5,3.8,-8.9
COc1ccc(CC(=O)NCc2nnc(SCC(=O)Nc3nccs3)n2C)cc1,0.0,-0.7,-4.8,nt,-24.0,1.3,nt,9.7
Cc1ccc(NC(=O)CN(C)S(=O)(=O)c2cccs2)c(Br)c1,0.2,-1.5,-15.3,-0.2,-17.2,-2.6,31.7,5.2
CCN(CC(=O)Nc1sc2c(c1C#N)CCCC2)Cc1nc2ccccc2c(=O)[nH]1,-0.1,1.0,0.6,-8.3,-15.7,6.2,-2.3,3.8
CN1CCN(C(=S)Nc2ccc(S(N)(=O)=O)cc2)CC1,-0.2,1.3,0.9,nt,-7.5,-1.4,nt,17.5
O=C(NC(=S)Nc1cccc([N+](=O)[O-])c1)c1ccco1,0.0,nt,-6.6,nt,nt,nt,48.8*,22.1
CC(C)(C)c1nnc2sc(SCC(=O)N3CCCCC3)nn2c1=O,0.0,-5.7,-3.1,1.7,-3.6,-1.3,-2.4,-8.1
O=C1c2ccc(-c3ccc(Cl)c(C(F)(F)F)c3)cc2S(=O)(=O)c2cccc(C(=O)N3CCN(c4ncc(Br)cn4)CC3)c21,0.1,2.3,-4.6,7.1,-10.3,nt,21.0,-9.7
O=S(=O)(N[C@@H]1CC[C@H](CCn2cc(-c3cccnc3)nn2)O[C@@H]1CO)c1ccccc1,-0.2,-2.2,-1.4,-7.9,-3.2,-3.0,1.1,2.3
COc1ccc(N2C(=O)C3C(C2=O)C(C(=O)c2ccccc2)N2CCCC32)cc1 (stereo unspecified),-0.1,-1.3,-26.8,-1.4,-40.1,nt,14.3,nt
CCOc1ccc2ccccc2c1C(=O)N[C@@H]1C(=O)N2[C@@H]1SC(C)(C)[C@@H]2C(=O)O,-0.1&0.3,-0.1&2.4,1.1&-2.3,-0.5&13.1,-23.9&-7.9,2.6&-0.8,0.2&-2.0,-20.0
CC(C)c1cc(=O)n2[nH]c(SCc3ccccc3)nc2n1,0.0,1.1,0.4,7.8,-13.1,-1.0,3.2,24.7
C[C@@H]1CN([C@@H](C)CO)C(=O)c2cc(NC(=O)c3ccncc3)ccc2O[C@@H](C)CCCCO[C@H]1CN(C)Cc1ccc(C(F)(F)F)cc1,0.1,1.9,-3.6,6.1,-39.6,-0.5,-0.2,-17.4
COc1ccc(CNC(=O)CCS(=O)(=O)c2ccc3c(c2)NC(=O)CS3)cc1,0.0,-2.9,-0.1,-7.4,-19.3,4.7,-0.1,144.6*
